Compound activity (PubChem)
Neddyl block: cullin neddylation inhibition | calls only at 25 µM | TR-FRET cullin neddylation, biochemical | 360,000 tested, 0.58% active | P61081+Q13564 | AID 651699; in the data active = inhibition above about 36%
Rin1 Abl inh: inhibitors of human Rin1-Abl protein interaction. P00519+Q13671. TR-FRET Rin1/Abl binding, biochemical. inhibition, % at 7.35 µM. 360,000 tested, 0.4% active; in the data active = inhibition above about 5%, passing the limit was not always enough
MsrA inh: inhibits bovine methionine sulfoxide reductase A; purified bovine MsrA, absorbance read-out; inhibition, % at 15.5 µM; 360,000 tested, 0.75% active; in the data active = inhibition above about 4.5%;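 also: 0% = vehicle wells with enzyme and 100% = reference inhibitor wells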
eLon inh: inhibits E. coli Lon protease. P0A9M0. purified E. coli Lon protease, fluorescence polarization. inhibition, % at 7.94 µM. 360,000 tested, 0.42% active. AID 602123; in the data active = inhibition above about 13%, passing the limit was not always enough;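 also: 0% = enzyme with probe and DMSO and 100% = no enzyme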
Target sequence (P0A9M0 whole entry, looked up): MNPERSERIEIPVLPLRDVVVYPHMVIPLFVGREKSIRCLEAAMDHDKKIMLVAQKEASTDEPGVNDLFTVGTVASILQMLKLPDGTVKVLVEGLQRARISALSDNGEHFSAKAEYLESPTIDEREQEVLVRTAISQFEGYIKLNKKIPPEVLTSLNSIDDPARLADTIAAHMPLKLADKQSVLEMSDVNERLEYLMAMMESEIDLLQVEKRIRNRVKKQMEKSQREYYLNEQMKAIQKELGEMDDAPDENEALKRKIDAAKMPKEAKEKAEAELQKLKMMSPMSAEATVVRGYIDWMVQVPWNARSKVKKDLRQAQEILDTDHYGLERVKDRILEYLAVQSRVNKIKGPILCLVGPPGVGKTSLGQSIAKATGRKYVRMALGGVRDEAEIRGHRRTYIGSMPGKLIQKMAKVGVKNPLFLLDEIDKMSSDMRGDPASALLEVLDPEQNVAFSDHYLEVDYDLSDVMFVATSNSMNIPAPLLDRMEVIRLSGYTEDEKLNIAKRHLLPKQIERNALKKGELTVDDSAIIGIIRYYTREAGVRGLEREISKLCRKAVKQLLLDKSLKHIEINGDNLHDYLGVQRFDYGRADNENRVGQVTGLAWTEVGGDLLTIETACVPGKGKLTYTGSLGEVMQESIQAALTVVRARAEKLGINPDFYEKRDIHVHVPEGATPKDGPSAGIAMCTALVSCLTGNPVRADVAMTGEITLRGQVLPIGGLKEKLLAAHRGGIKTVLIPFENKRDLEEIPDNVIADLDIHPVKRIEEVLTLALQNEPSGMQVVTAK
MLLE-PAM2 inh: blocks PAM2 peptide binding to the PABP1 MLLE domain. inhibition, % at 20 µM. 360,000 tested, 0.36% active. P11940. GST-MLLE / FITC-PAM2 fluorescence polarization; in the data active = inhibition above about 35%, passing the limit was not always enough;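 also: plate controls were DMSO wells with GST-MLLE for no effect and wells lacking GST-MLLE protein for full effect; some results filed as inactive read as strong as hits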
bovine MsrA act: bovine methionine sulfoxide reductase A activation; purified bovine MsrA, absorbance read-out; activation, % at 10.6 µM; 360,000 tested, 0.3% active; in the data active = activation above about 7.5%;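 also: 0% = vehicle and 100% = reference activator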
FAS TE block: blocks the thioesterase domain of human fatty acid synthase | recombinant FAS-TE, OMFH fluorogenic substrate, fluorescence endpoint | inhibition, % at 15 µM | 360,000 tested, 0.67% active;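 active = compounds whose normalised, plate-corrected inhibition of enzyme fluorescence in the single-dose primary screen is 50% or more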;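 also: 0% = DMSO with enzyme and 100% = substrate without enzyme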
TbMetRS inhib: Trypanosoma brucei MetRS inhibition | inhibition, % at 11.9 µM | AID 624268 | purified T. brucei MetRS, ATP depletion, Kinase-Glo luminescence | 360,000 tested, 0.4% active;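 active = inhibition above a per-plate cutoff of the control wells' mean inhibition plus 3 SD, cut at about 5.5% in these data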;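 also: 0% = DMSO wells median and 100% = median of wells with control inhibitor compound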
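technique = Kinase-Glo luminescence, ATP depletion format | system = purified MetRS (methionyl-tRNA synthetase) enzyme from Trypanosoma brucei | timing = 15 min preincubation, 2 h reaction, all 25 °C | evaluation = percent inhibition versus plate control medians | dosing = single dose, 11.9 µM final nominal, 0.9% final DMSO | also added = substrates ATP, L-methionine and bulk Escherichia coli tRNA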
CSN deneddyl inh: inhibitors of human CSN-mediated cullin deneddylation | Purified CSN, SCF-Nedd8-OG deneddylation, fluorescence polarization | inhibition, % at 12.5 µM | 360,000 tested, 0.38% active;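 active = pattern-corrected inhibition above about 35%, with an unprinted fluorescence ratio check between 0.5 and 1.5, limit read from the data, passing the limit was not always enough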;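 also: 0% = enzyme with substrate and 100% = substrate without enzyme; some results filed as inactive read as strong as hits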
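Material: purified human Csn5 enzyme expressed in HEK293T cells / Medium: Tris buffer pH 7.5, NaCl, DTT, Tween-20, trehalose, ovalbumin / Compound dosing: 12.5 µM single point / Schedule: 90 min incubation of compound, enzyme and substrate at room temperature / Signal: fluorescence polarization of the substrate / Control set: no-enzyme wells high, enzyme-with-substrate wells low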
* marks the source's active call; other numbers are inactive results; i = inactive; x = not tested or not shown; + = active, no number.

item	SMILES	Neddyl block	Rin1 Abl inh	MsrA inh	eLon inh	MLLE-PAM2 inh
1	COc1ccc(N(Cc2cc3cc(OC)ccc3[nH]c2=O)S(C)(=O)=O)cc1	i	-2	1.3	1	-9
2	CCCNC(=O)C1(C)CCCN(Cc2ccc3ccccc3c2)C1 (centres undefined)	i	-1	0.1	-5	1
3	O=C(O)c1ccccc1Sc1c([N+](=O)[O-])cc(C(F)(F)F)cc1[N+](=O)[O-]	i	3	2.3	-4	21
4	COC(=O)C1CCCCN1C(=O)c1cccc(OC2CCN(C(=O)C3CC3)CC2)c1 (centres undefined)	i	-1	-1.0	3	2
5	Cc1onc(-c2ccccc2)c1C(=O)NCC(O)c1ccccc1 (centres undefined)	i	-1	-1.3	5	-4
6	Cc1ccccc1NC(=O)Cc1nc(CN(C)CC(=O)Nc2cccc(F)c2)cs1	i	-1	0.4	-18	-14
7	NC(=O)CCn1c(C(=O)c2cccc([N+](=O)[O-])c2)c2ccccc2[n+]1[O-]	i	-2	0.2	8	-6
8	CC(C(=O)Nc1ccc(C#N)cc1)N1CCN(C(=O)C2CC2)CC1 (centres undefined)	i	3	2.9	-5	8
9	CC(=O)c1c(C)[nH]c(C(=O)CN2C(=O)NC(C)(c3ccc4c(c3)OCO4)C2=O)c1C (centres undefined)	i	3	1.9	-15	4
10	O=C(COC(=O)CCSc1ccc(Cl)cc1)NCc1ccccc1Cl	i	3	-1.0	9	5
11	OCCC1CN(Cc2cccn2-c2nccs2)CCN1Cc1ccccc1 (centres undefined)	i	1	-0.2	1	3
12	COC(=O)Cc1cc(=O)[nH]c(/N=C(\N)Nc2ccccc2)n1	i	2	-0.4	-4	1

item	bovine MsrA act	FAS TE block	TbMetRS inhib	CSN deneddyl inh
1	-5	-4	-0.3	3
2	-3	-5	-0.1	3
3	-2	0	-0.4	0
4	2	0	0.4	2
5	-4	-3	-0.1	3
6	-10	-6	0.2	-7
7	-3	-7	-0.1	2
8	-1	-8	0.3	-4
9	-3	19	0.4	2
10	-8	-13	-1.4	-8
11	-15	-1	-1.5	4
12	-1	-4	0.9	-1

(listing goes on)
item	SMILES	Neddyl block	Rin1 Abl inh	MsrA inh	eLon inh	MLLE-PAM2 inh
13	CC(Cc1cccnc1)NC(=O)c1cc(COc2c(F)cccc2F)on1 (centres undefined)	i	3	-0.8	1	3
14	COc1ccc(CCN(C)C(=O)CSc2nc3ncc(Cl)cc3[nH]2)cc1OC	i	5	-0.2	-7	-25
15	Nc1nc(Nc2ccccc2)sc1C(=O)c1ccccc1	i	-1	0.3	5	8
16	O=C(NCc1ccc(F)cc1)Nc1cccc(Cl)c1	i	5	0.0	8	6
17	COC(=O)c1ccc2c(=O)n(CCCCCC(=O)NCc3ccc4c(c3)OCO4)c(=O)[nH]c2c1	i	-1	0.5	-9	-4
18	COc1cc(C(C)=O)ccc1OCC(=O)Nc1ccc(Cl)c(S(=O)(=O)N2CCOCC2)c1	i	2	-0.2	-10	6
19	CCC(=O)N(C)C[C@H]1Oc2ncc(C#Cc3cccnc3)cc2C(=O)N([C@@H](C)CO)C[C@@H]1C	i	1	1.0	-11	-28
20	COCCNC(=O)CSc1nc2ccccc2c(=O)n1CCC(=O)N1CCN(c2ccccc2)CC1	i	5	0.1	-2	12
21	CCC(C)Nc1nc(OC(C(F)(F)F)C(F)(F)F)nc(OC(C(F)(F)F)C(F)(F)F)n1 (centres undefined)	i	-3	-1.4	2	13
22	CC12CCC(C(N)=O)(C1Br)C2(C)C (centres undefined)	i	-5	0.0	-8	-2
23	Cc1cccc(CSCCNC(=O)CN2C(=O)c3ccccc3S2(=O)=O)c1	i	-1	-1.5	-6	19
24	COc1cccc(OC)c1OCCCCc1c(C)n[nH]c1C	i	2	-0.7	-4	-1

item	bovine MsrA act	FAS TE block	TbMetRS inhib	CSN deneddyl inh
13	-4	-4	-0.2	1
14	-4	-4	0.5	2
15	-3	17	-0.2	1
16	-4	26	0.3	4
17	-4	-14	-0.3	-7
18	-2	0	0.2	3
19	2	-4	0.1	6
20	-4	-6	-0.1	1
21	-12	-5	-0.9	-1
22	-2	-8	-0.5	4
23	-2	-4	-0.2	-1
24	-3	3	-1.1	4

Continued:
item	SMILES	Neddyl block	Rin1 Abl inh	MsrA inh	eLon inh	MLLE-PAM2 inh
25	COc1cc(CCC(=O)OCC(=O)Nc2ccccc2C#N)cc(OC)c1OC	i	3	-0.5	2	-2
26	Cc1nc(SCC(=O)N2CCN(C(=O)c3cccs3)CC2)c2c(C)c(C)sc2n1	i	-3	2.0	-5	15
27	CCOC(=O)c1c(C)[nH]c(C(=O)Nc2cc(OCC)c(N3CCOCC3)cc2OCC)c1C	+	2	1.7	-16	6
28	COc1cc([N+](=O)[O-])ccc1NC(=S)NCc1ccccn1	i	-3	1.8	2	23
29	CCCCC(=O)Nc1nn(CCC)c2nc3ccccc3cc12	i	-1	0.2	-4	22
30	Clc1ccc(CNC2CCN(Cc3ccccc3)CC2)cc1	i	1	0.5	9	0
31	COc1cc(OC)cc(-c2cc3ccc(F)cc3cn2)c1	i	1	-0.1	-4	-5
32	O=Cc1ccc(Cl)c(Cl)c1	i	4	0.1	15	14
33	COc1ccccc1Cn1nnc2c(=O)[nH]c(C3CCN(C(=O)c4ccc(F)cc4)CC3)nc21	i	6	1.2	-10	-10
34	CCSc1nc2cc(C(=O)OC)ccc2c(=O)n1CC	i	1	0.1	4	-60
35	Cc1cc(F)ccc1S(=O)(=O)NCC(c1cccnc1)N1CCc2ccccc21 (centres undefined)	i	-3	0.6	-7	-3
36	OCCNc1nc(Nc2ccccc2Oc2ccccc2)nc(N2CCCC2)n1	i	-1	0.2	-6	5

item	bovine MsrA act	FAS TE block	TbMetRS inhib	CSN deneddyl inh
25	-14	-1	-1.2	1
26	-2	-4	-0.2	0
27	-3	-3	-0.2	1
28	-3	-3	-0.6	-10
29	-2	0	-0.8	-4
30	-2	-7	-1.6	4
31	-10	18	-0.3	-4
32	-1	-2	-0.1	3
33	-2	-6	-0.1	-1
34	-3	9	-1.1	1
35	-2	6	-0.4	6
36	-2	9	0.7	4

The list goes on:
item	SMILES	Neddyl block	Rin1 Abl inh	MsrA inh	eLon inh	MLLE-PAM2 inh
37	O=C(NC1CCCCC1)c1ccc(S(=O)(=O)c2ccccc2)cc1	i	-1	1.4	-5	9
38	N#C/C(=C\c1ccccc1)C(=O)NNS(=O)(=O)c1ccc(Br)cc1	i	1	-0.2	3	-2
39	COc1cccc(NC2=NC3(CCCCC3)N=C(N)N2)c1	i	1	-0.7	6	13
40	C=CC(=O)NC(C)(C)Cc1ccccc1	i	2	1.3	-2	-6
41	COc1ccc(/C=C(/C#N)C(=O)Nc2ccc(C)cc2C)cc1C(=O)O	i	-3	7.0*	-5	1
42	CC(OC(=O)Cc1n[nH]c(=O)c2ccccc12)C(=O)Nc1cc(Cl)cc(Cl)c1 (centres undefined)	i	-2	-0.5	-13	-8
43	Cc1sc2ncnc(NCc3ccco3)c2c1C	i	1	0.0	-7	-2
44	Cc1oc2c(CN3CCCC(C)C3)c(O)ccc2c(=O)c1-c1ccccc1 (centres undefined)	x	-1	0.7	11	-2
45	O=C(c1cc2ccccc2o1)N1CCCCCC1	i	2	-0.2	-18	-11
46	CCSc1nnc2nc(C)cc(C)n12	i	-4	-0.9	3	-4
47	NC(=O)c1c(NC(=O)Cc2cccs2)sc2c1CCC2	i	-2	1.1	-8	17
48	CCCCN(C(=O)c1cc(Cl)nc2ccccc12)c1c(N)n(Cc2ccccc2)c(=O)[nH]c1=O	i	6	0.3	-9	-3

item	bovine MsrA act	FAS TE block	TbMetRS inhib	CSN deneddyl inh
37	-3	7	-0.6	-12
38	-3	-7	0.2	-3
39	2	-3	-1.1	1
40	-1	-7	0.0	3
41	-3	-8	-1.4	-4
42	-1	7	-0.2	-3
43	-1	-1	0.5	11
44	-3	-4	-0.9	1
45	-5	-13	-0.9	1
46	-2	-7	0.3	-5
47	0	-4	-0.4	4
48	12*	-2	-0.1	0

(next part)
item	SMILES	Neddyl block	Rin1 Abl inh	MsrA inh	eLon inh	MLLE-PAM2 inh
49	O=C(C[N+]1(CC#Cc2ccccc2)CCOCC1)c1ccc(Cl)cc1	i	3	-0.1	3	26
50	Cc1ccn(CCSCC(=O)O)n1	i	2	0.8	-6	-1
51	CC(=O)N1CCN(C(=O)CCNC(=O)c2ccc(Br)cc2)CC1	i	0	-0.7	-3	4
52	COc1ccc(CNCc2ccc([N+](=O)[O-])cc2)cc1OC	i	-5	0.8	-3	-5
53	S=c1[nH]nc(C2CCCCC2)n1/N=C/c1ccc(Br)s1	i	-3	1.2	-7	-94
54	COc1ccc(/C=C(\C#N)C(=O)Nc2ccccn2)cc1	i	2	-0.6	5	-2
55	Cc1cc(C)nc(N(C#N)CCOc2ccccc2)n1	i	1	-0.5	-6	-17
56	C=CCNC(=O)NC(=O)COC(=O)C(C)Oc1ccc(Cl)cc1Cl (centres undefined)	i	-1	-0.8	-2	6
57	CCOc1ccc(N2CC(C(=O)Nc3ccc(N4CCOCC4)cc3)CC2=O)cc1 (centres undefined)	i	2	-0.3	-2	-18
58	Cc1cc(N2CCCC2)ccc1NC(=O)COc1ccc(Cl)cc1	i	1	0.5	-60	-32
59	Cc1ccc(NC(=O)CSc2nc3sc(C)cc3c(=O)n2C)cc1	i	0	3.3	7	1
60	O=C(COc1ccccc1Cl)N1CCN(c2ccc([N+](=O)[O-])c(N3CCOCC3)c2)CC1	i	-5	-0.1	0	-1
61	CCOc1ccc(S(=O)(=O)N2CCC(C(=O)Nc3cc(S(C)(=O)=O)ccc3Cl)CC2)cc1	i	1	-0.8	-11	24
62	O=C(NCc1cccnc1)c1cc(C2CCCN(C(=O)C3CCCCC3)C2)on1 (centres undefined)	i	-1	-0.5	-2	16
63	O=c1[nH]c(SCc2ccccc2F)nc2ccccc12	i	-31	0.4	-13	-2

item	bovine MsrA act	FAS TE block	TbMetRS inhib	CSN deneddyl inh
49	-3	4	-0.3	-1
50	-4	-9	-0.5	-1
51	-2	-8	-0.1	-3
52	-2	-1	-0.1	-3
53	1	9	-0.3	5
54	0	-4	-0.2	5
55	-14	-8	-0.6	0
56	-3	-4	0.2	-7
57	0	-7	-0.3	-1
58	-2	3	-0.5	3
59	-6	5	-0.9	-1
60	-1	10	0.4	0
61	-2	10	0.1	-2
62	-1	-6	-0.3	0
63	-4	0	0.8	-4
